PG9 Ab binder – PG9 antibody binding by small molecule | TR-FRET gp120-PG9 antibody binding | inhibition, % at 6.7 µM | 360,000 tested, 0.43% active | AID 624416; in the data active = inhibition above about 8.5%
SMARCA2 act – increases SMARCA2 function in MMTV reporter cells. MG213 cells, MMTV-luciferase reporter, dexamethasone, overnight. activation, % at 9.1 µM. 370,000 tested, 1% active; in the data active = activation above about 7.8%;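 also: 0% = vehicle wells and 100% = reference activator wells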
hcDAF-12 act – H. contortus DAF-12 activation, primary screen; HEK293 hcDAF-12 lit1-tk-luc reporter, luminescence; 0% DMSO, 100% Δ7-dafachronic acid; activation, % at 6.8 µM; 370,000 tested, 1.4% active; AID 652067;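 active = activation above the mean of all tested compounds plus 3 SD, cut at about 5.5% in these data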;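 also: 100% = response to 3 µM Δ7-dafachronic acid high control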
hgDAF-12 ag – hgDAF-12 agonism, primary luciferase screen; activation, % at 6.8 µM; HEK293 GAL4-hgDAF12 UAS-luciferase reporter, agonist luminescence; normalized to butyrate control; AID 687014; 370,000 tested, 1.8% active;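 active = activation above a cutoff set at the mean of all screened compounds plus 3 SD, cut at about 10% in these data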;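 also: 0% = DMSO wells and 100% = sodium butyrate wells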
DAX1 inh-1 – inhibitors of DAX1 repression of SF-1 activated StAR promoter; HEK293T StAR-luciferase reporter, SF-1/DAX-1 repression relief; 370,000 tested, 1.1% active; inhibition, % at 6.8 µM; AID 652010;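 active = inhibition above the mean over all tested compounds plus 3 SD, cut at about 3.6% in these data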;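 also: 0% = DAX-1 cells with DMSO and 100% = cells lacking DAX-1 with DMSO; higher inhibition means more luminescence from relief of DAX-1 repression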
ADAM17 inh – ADAM17 inhibition, QFRET primary screen; P78536; recombinant ADAM17, EDANS/DABCYL FRET peptide cleavage; inhibition, % at 6.95 µM; 370,000 tested, 0.83% active; AID 720648;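 active = inhibition above the mean of compounds lying between control limits plus 3 SD, set per campaign, cut at about 8.5% in these data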;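 also: 0% = DMSO-only wells as the low control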
GC-A act – GC-A (human) enzyme activation; activation, % at 10 µM; HEK293 GC-A cells, cGMP TR-FRET, EC30 ANP; 0% at EC30 ANP, 100% saturating ANP; P16066; 370,000 tested, 0.14% active; AID 1671463; in the data active = activation above about 40%
Target sequence (P16066 whole entry, looked up): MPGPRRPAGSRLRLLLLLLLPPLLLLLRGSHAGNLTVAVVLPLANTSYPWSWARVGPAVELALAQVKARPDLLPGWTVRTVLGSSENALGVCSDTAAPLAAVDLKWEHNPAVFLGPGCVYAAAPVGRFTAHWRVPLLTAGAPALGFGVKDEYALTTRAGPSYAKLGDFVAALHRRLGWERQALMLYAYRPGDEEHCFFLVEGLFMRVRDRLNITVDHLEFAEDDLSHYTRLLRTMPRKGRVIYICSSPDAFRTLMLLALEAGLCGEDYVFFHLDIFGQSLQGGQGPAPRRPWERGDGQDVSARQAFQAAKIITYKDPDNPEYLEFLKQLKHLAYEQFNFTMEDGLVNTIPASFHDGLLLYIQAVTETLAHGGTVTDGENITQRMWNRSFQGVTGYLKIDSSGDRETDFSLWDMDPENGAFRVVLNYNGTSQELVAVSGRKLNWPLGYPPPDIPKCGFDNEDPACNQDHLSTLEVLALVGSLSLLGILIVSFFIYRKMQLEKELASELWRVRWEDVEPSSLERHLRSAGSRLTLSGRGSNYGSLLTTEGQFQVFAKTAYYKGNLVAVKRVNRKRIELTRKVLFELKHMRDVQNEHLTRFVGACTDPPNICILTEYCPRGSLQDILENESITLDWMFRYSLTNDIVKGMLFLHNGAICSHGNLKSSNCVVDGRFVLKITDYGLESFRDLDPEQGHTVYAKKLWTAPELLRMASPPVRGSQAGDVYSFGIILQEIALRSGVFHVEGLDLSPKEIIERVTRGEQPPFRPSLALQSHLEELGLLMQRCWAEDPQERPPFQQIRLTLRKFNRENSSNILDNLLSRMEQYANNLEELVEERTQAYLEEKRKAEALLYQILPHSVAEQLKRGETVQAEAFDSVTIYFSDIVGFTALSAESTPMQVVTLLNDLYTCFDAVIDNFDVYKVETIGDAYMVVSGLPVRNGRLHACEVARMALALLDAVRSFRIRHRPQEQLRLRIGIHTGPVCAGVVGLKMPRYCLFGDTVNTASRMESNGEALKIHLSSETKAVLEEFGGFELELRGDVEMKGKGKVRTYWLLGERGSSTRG
ADAM10 inh – ADAM10 inhibition, QFRET primary screen | recombinant ADAM10, EDANS/DABCYL FRET peptide cleavage, 3 h | inhibition, % at 7 µM | 370,000 tested, 0.62% active | AID 720582;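 active = inhibition above a per-campaign cutoff equal to the mean of compounds falling between control-based bounds plus 3 SD, cut at about 20% in these data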;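 also: 0% = DMSO wells while the 100% control is not disclosed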
GAA850 FXN act – activators of GAA850 frataxin (FXN) promoter; HEK293 lucGAA850 FXN promoter luciferase reporter, 24 h; percent of 10 µM SAHA response; activation, % at 6 µM; 360,000 tested, 0.56% active;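 active = activation above the average of all compounds screened plus 3 SD, cutoff fixed separately per campaign, cut at about 7.5% in these data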;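 also: 0% = DMSO wells and 100% = 10 µM SAHA wells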
DAX1 inh-2 – NR0B1 (DAX1) inhibition. 340,000 tested, 0.99% active. HEK293 Gal4-DAX1 luciferase reporter, luminescence. inhibition, % at 6.75 µM. AID 504766;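 active = inhibition above the mean over all tested compounds plus 3 SD, cut at about 4.2% in these data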;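 also: 0% = DAX1-transfected cells with DMSO and 100% = empty-vector control cells with DMSO; inhibition shows as a rise in luminescence from relieved DAX1 repression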
ssDAF12 agonist – S. stercoralis DAF-12 activation, primary screen; HEK293 ssDAF-12/GRIP1 lit1-tk-luc reporter, luminescence; % of 3 µM dafachronic acid response; activation, % at 6.8 µM; 370,000 tested, 1% active;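 active = activation above the mean over all tested compounds plus 3 SD, cut at about 0.9% in these data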;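 also: 0% = DMSO-only wells and 100% = 3 µM delta7-dafachronic acid wells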
* hit, by the source's call; i = inactive; nt = not tested or not shown.

Molecule	PG9 Ab binder	SMARCA2 act	hcDAF-12 act	hgDAF-12 ag	DAX1 inh-1	ADAM17 inh	GC-A act	ADAM10 inh	GAA850 FXN act	DAX1 inh-2	ssDAF12 agonist
CCCNC(=O)/C=C/C(=O)O	-2.9	3	-1.5	0.2	-0.5	0	-1	5	1.4	-1.2	-1.4
COc1cc(CCCN2C(=O)C(=O)NC[C@H]2Cc2cccc3ccccc23)cc(OC)c1OC	-1.2	2	-0.1	-1.0	-0.1	1	-6	3	-1.0	1.7	-1.0
CCN(CC)S(=O)(=O)c1ccc2oc(C(=O)Nc3ccc(OC)cc3OC)c(C)c2c1	-0.5	-3	-1.5	-3.8	0.9	-1	3	-6	-2.5	-0.8	-1.3
COC(=O)C1=C(C)NC2=C(C(=O)CCC2)C1c1cccc(C)n1 (stereo not given)	3.3	-5	-1.9	-0.3	-0.8	-231	1	i	0.5	1.2	-1.4
Cc1ccn2c(c1)nc(=O)c1cc(S(=O)(=O)N3CCCCC3)ccc12	-0.4	-4	0.1	0.7	0.3	-193	7	i	-0.7	3.0	-1.4
CCOC(=O)CC[C@@]1(C(=O)OCC)C[C@@H](CC(=O)NCc2ccc(OC)c(OC)c2)C(=O)N2CCCC=C21	nt	-3	-0.6	-1.8	0.2	0	0	-1	nt	nt	-1.2
CCOC(=O)CC1C(=O)NCCN1C(=O)c1ccc(F)cc1F (stereo not given)	2.0	1	-0.2	0.2	0.1	-2	3	-2	0.2	-0.8	-1.5
COC(=O)c1cc(S(=O)(=O)N(C)C2CCCCC2)c[nH]1	-1.3	-1	-0.2	3.1	-0.1	-4	2	-12	2.1	0.2	-0.9
Cc1cccc(C(=O)Nc2sc(C)c(-c3ccccc3)c2C#N)c1	-3.2	2	0.9	6.9	1.1	-1	-2	-10	6.6	-0.4	-1.0
CC1CCN(C(=O)CN(Cc2ccccc2)S(C)(=O)=O)CC1	-0.8	0	-0.2	-0.7	0.2	-2	5	1	1.0	-1.1	-1.4
NS(=O)(=O)c1ccc(S(=O)(=O)N(Cc2ccccc2F)CC2CCCO2)cc1 (stereo not given)	-2.5	-1	-1.0	-0.8	-0.1	-2	-6	2	-1.6	-0.5	-1.5
O=C(O)/C=C/C(=O)N1CCN(Cc2ccc3c(c2)OCO3)CC1	-1.4	1	0.0	-2.2	-0.3	-2	-3	4	-0.5	1.5	-0.6
O=C(O)c1ccccc1C1Nc2ccccc2C(=O)N1CCCN1CCOCC1 (stereo not given)	-3.8	12*	0.4	-2.0	0.2	-30	-1	-69	0.9	nt	-1.2
CCCCn1c(SCC(=O)/C(C#N)=C(\C)N)nc2ccccc2c1=O	1.6	-2	-2.4	-3.5	-1.1	-1	3	13	3.2	-2.8	-1.8
COc1ccc(C(=O)OCC(=O)NC2CC2)cc1S(=O)(=O)Nc1ccc(C)cc1	0.6	2	1.2	-0.3	-1.4	1	0	-9	0.7	-0.1	-0.4
CCOC(=O)CSc1nnc(-c2ccc3ncccc3c2)n1C	-0.9	2	-0.2	0.5	-0.3	0	-4	-6	0.9	1.8	-0.7
COc1ccc(C(=O)Nc2c(Cl)cc(Cl)cc2C(=O)N2CCC(C)CC2)cc1	-0.6	-4	-3.0	4.6	-0.1	-1	-5	-3	-0.2	-0.2	-0.7
CCOC(=O)C1=CCN(S(=O)(=O)c2ccccc2)C1c1ccccc1 (stereo not given)	0.4	2	-2.3	2.0	-0.4	-1	-2	-6	nt	nt	-1.5
CCCOc1ncnc2c1[nH]c1ccc(OC)cc12	-0.2	2	4.5	9.0	0.1	-90	2	-224	2.7	3.1	0.4
COc1ccc(NC(=O)c2cccnc2SC)cc1OC	-2.8	-2	-0.9	0.5	2.8	0	2	-4	2.0	-0.5	-1.6
Cc1ccc(C(C#N)c2ccc(C(=O)c3ccc(F)cc3)cc2)cc1 (stereo not given)	-0.7	-7	-3.0	-1.5	-1.9	6	4	-5	-0.1	-2.5	-2.1
Cn1c(=O)[nH]c(NC2CCCCC2)c([N+](=O)[O-])c1=O	-1.3	-2	-1.4	-1.9	-0.5	2	-2	0	-1.1	3.6	-0.6
Cc1ccc(OCc2n[nH]c(=S)n2-c2ccc(C)cc2)cc1	2.9	-1	-0.7	0.2	0.0	7	-4	13	2.3	1.9	-0.8
Cc1ccc(S(=O)(=O)N(C)C)cc1NC(=O)c1cccnc1Oc1ccccc1	1.1	-2	-2.3	-0.4	-0.2	-3	-3	3	0.3	nt	-1.1
COc1ccc(OC)c(/C=C(\NC(=O)c2ccccc2)C(=O)N/N=C/c2ccc(C)s2)c1	0.1	2	0.1	-3.9	0.1	-7	-4	-23	0.4	0.6	-1.5
O=S(=O)(c1ccccc1)N1CCN(c2ncnc3sc(-c4ccccc4)cc23)CC1	0.7	-2	-1.1	0.6	-0.3	1	nt	-1	-1.8	1.5	-0.6
COC(=O)[C@]1(Cc2ccccc2)NC=C(C(=O)c2ccccc2)[C@@H]1c1cccc(OC)c1	-1.2	-3	-0.5	1.4	0.2	0	-8	-3	nt	nt	-1.1
COC(=O)c1ccccc1NC(=O)C1CCN(C(=O)c2ccc(OC)cc2)CC1	1.7	-5	1.9	-0.5	-0.2	3	-3	0	0.8	-0.6	-1.4
CC(=O)c1ccc(NC(=O)CN2CCOCC2)cc1	-1.8	-1	-2.2	0.2	0.8	-1	2	0	2.3	1.4	-0.6
COc1ccc(COc2ccc3c(C)cc(=O)oc3c2)cc1	0.7	2	0.4	12*	1.0	-21	8	-43	4.1	3.6	-0.8
C[C@@H]1C(c2ccccc2)=NN(c2ccccc2)[C@H]1C(=O)N1CCOC1=O	-2.1	-1	-1.5	-1.3	0.9	-48	-1	-160	0.6	0.2	-1.3
Cc1ccc(S(=O)(=O)N2CCN(Cc3cc(=O)n4ccccc4n3)CC2)cc1C	0.0	-2	-1.2	-0.8	-1.5	-5	5	-24	0.6	0.5	-0.8
O=c1c(C(c2ccc(F)cc2)c2c(O)nc3n(c2=O)CCS3)c(O)nc2n1CCS2	-0.5	9.3*	-1.4	0.9	-0.1	1	-3	5	0.8	-1.9	-1.0
Cc1ccc2nc(CNC(=O)C3CCC(=O)N(Cc4ccccc4F)C3)cn2c1 (stereo not given)	-2.9	1	-1.9	-3.2	0.6	-5	4	-17	1.5	1.0	-1.1
Cc1nc2cc(-c3ccccc3)nn2c(C)c1CCC(=O)NCc1ccco1	0.4	-5	-2.9	-9.9	-1.3	-37	8	-125	-7.2	-1.1	-2.0
COc1ccc(C)cc1S(=O)(=O)N1CCN(S(=O)(=O)c2cc(C(=O)O)ccc2C)CC1	-0.4	-1	1.1	0.4	-0.3	1	3	0	1.0	-0.6	-0.6
Cc1cc(C(C)(C)C)n2nc(C)c(-c3ccccc3)c2n1	-1.0	1	-0.8	0.5	-0.2	-4	-7	-4	-0.8	0.5	-0.8
Cc1ccc2c(c1)C1(OCCCO1)C(=O)N2CC(=O)NN	0.6	-4	-1.3	-0.5	0.6	1	5	3	2.2	nt	-1.1
COc1ccc(CNC(=O)c2c(C)nc3ccccn23)cc1	-0.7	-4	-2.7	-2.1	-0.6	-6	1	-9	1.1	-0.4	-1.3
O=C(Nc1ccccc1Cl)N1CCN(C/C=C/c2ccccc2)CC1	2.8	-4	-3.0	-0.2	-0.1	-1	0	-2	-0.4	2.3	0.0
CC(=O)Nc1cccc(NC(=O)c2cccc(Cl)c2)c1	-0.1	0	-1.2	0.2	0.9	1	3	-4	-0.4	nt	-0.9
Cc1ccc(C=Nc2ccccc2C(N)=O)o1	-2.4	-2	2.5	-0.1	0.6	-8	1	-9	-1.5	0.0	-1.1
CC(C)(Oc1ccc(Cl)cc1)C(=O)O/N=C(\N)c1ccncc1	-1.8	-3	0.3	1.3	-0.2	-4	-14	0	2.6	-0.6	-0.9
O=C(Nc1ccc(F)c(Cl)c1)C1Cc2c(-c3ccc(Cl)cc3)ccnc2O1 (stereo not given)	-0.3	-7	-1.4	-1.7	-0.7	1	-3	2	0.2	nt	-1.6
CN1CCC(=O)N([C@H](CO)Cc2ccccc2)CC1	-0.2	1	-1.3	-1.6	-0.2	-3	1	-5	-0.6	0.8	-1.5
Cc1ccc(S(=O)(=O)N(C)CC(=O)N2CCN(Cc3ccccc3)CC2)cc1	-1.4	-2	0.9	-1.5	-1.1	-4	0	-14	1.7	5.0*	-1.1
Cc1cc(NC(=O)CN2CCN(C)CC2)no1	-0.7	4	-1.5	-0.6	0.0	-2	6	10	-1.8	3.5	-1.8
O=C(NCCc1ccccc1)c1nc2c(nnn2Cc2ccccc2Cl)c(=O)[nH]1	-0.8	-2	-1.8	1.3	-0.6	-2	20	-3	1.3	-0.2	-0.2
O=C(NCc1ccco1)c1n[nH]c(=O)c2ccccc12	-1.3	-3	-1.4	-0.7	0.6	-3	-5	-4	3.6	-0.1	-1.8
O=C1CC[C@@H]2CC3(C[C@@H]4CCN1[C@H]24)Nc1cc([N+](=O)[O-])ccc1NC3=NC1CCCCC1 (stereo not given in full)	-1.2	1	-1.6	0.5	-0.3	-3	0	0	-0.7	1.3	-0.5

Later entries:
Molecule	PG9 Ab binder	SMARCA2 act	hcDAF-12 act	hgDAF-12 ag	DAX1 inh-1	ADAM17 inh	GC-A act	ADAM10 inh	GAA850 FXN act	DAX1 inh-2	ssDAF12 agonist
CCC(=O)Nc1ccc(F)c(Cl)c1	0.2	-1	-1.6	-0.1	-0.5	-5	-3	0	0.0	-0.4	-1.1
COc1ccc(C(=O)CSc2nnc(-c3ccco3)c(-c3ccco3)n2)cc1	-3.5	-3	-2.2	-1.4	-0.5	2	-5	8	1.4	-0.8	-1.2
Cc1nc2c([nH]1)C1(CCN(Cc3ccccc3)CC1)C(C#N)=C(N)O2	-1.8	2	0.3	-1.6	-0.3	-11	-3	-39	-1.4	0.3	-1.3
CCOc1ccc(NC(=O)CSc2nc3nc(C)cc(C)n3n2)cc1	0.8	-1	-2.4	-0.8	-2.8	-2	3	-1	2.5	-1.3	-1.3
O=C(NCc1cccs1)C1CCN(S(=O)(=O)c2ccc(Br)s2)CC1	-0.7	1	-0.7	0.0	0.2	-2	0	8	1.2	-0.4	-1.1
N#Cc1cccc(NC(=O)C2CCCN(C(=O)c3ccc(Cl)cc3)C2)c1 (stereo not given)	-1.1	0	-2.1	-2.9	1.2	1	-3	-3	-1.4	-0.7	-1.6
CCOc1ccccc1N(C)C(=O)Cn1ncc2c([nH]c3ccc(C)cc32)c1=O	-0.3	0	2.5	0.8	0.1	-2	-5	-14	-4.2	0.2	-1.3
Cc1ccc2c(=O)c(CN3CCCCCC3)c(C)[nH]c2c1C	-2.6	-2	0.9	0.9	0.3	-2	-1	-6	1.3	-0.4	-0.4
CC(=O)C1=C(O)C(=O)N(c2ccc(O)cc2)C1c1ccccc1Cl (stereo not given)	2.3	-2	0.1	1.7	-0.6	-6	3	-1	-0.9	0.0	-0.9
